# From PubChem BioAssay
# Mdm2 MdmX PPI: inhibitors of human Mdm2-MdmX association, primary screen, cell-based, luminescence, split luciferase, SaOS-2, uHTS; inhibition, % at 8 µM; actives 3% (n = 330,000); SaOS-2 split-luciferase Mdm2/MdmX complementation;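 active means inhibition of at least 50% at 8 µM in the primary screen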
# tim10-1 inh: growth inhibitors of tim10-1 mutant yeast, primary screen, luminescence, uHTS. actives 2.2% (n = 330,000). S. cerevisiae tim10-1 ts strain growth, BacTiter-Glo, 24 h. inhibition, % at 20 µM;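 active means inhibition of at least 40%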;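 further: mutant grown at 25 °C; 0% = DMSO wells with yeast and 100% = wells holding no yeast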
# APJ ag: agonists of human apelin receptor APJ, primary screen, CHO-K1 cells, PathHunter beta-arrestin, luminescence | P35414 | 0% DMSO wells, 100% apelin | activation, % at 20 µM | actives 0.11% (n = 330,000) | AID 2520, 2010;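 active means activation more than six SD over the plate average, tested at 20 µM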;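 further: 0% = DMSO alone and 100% = apelin-13 at 10 nM; some results filed as inactive read as strong as hits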
# Target sequence (P35414 whole entry, looked up): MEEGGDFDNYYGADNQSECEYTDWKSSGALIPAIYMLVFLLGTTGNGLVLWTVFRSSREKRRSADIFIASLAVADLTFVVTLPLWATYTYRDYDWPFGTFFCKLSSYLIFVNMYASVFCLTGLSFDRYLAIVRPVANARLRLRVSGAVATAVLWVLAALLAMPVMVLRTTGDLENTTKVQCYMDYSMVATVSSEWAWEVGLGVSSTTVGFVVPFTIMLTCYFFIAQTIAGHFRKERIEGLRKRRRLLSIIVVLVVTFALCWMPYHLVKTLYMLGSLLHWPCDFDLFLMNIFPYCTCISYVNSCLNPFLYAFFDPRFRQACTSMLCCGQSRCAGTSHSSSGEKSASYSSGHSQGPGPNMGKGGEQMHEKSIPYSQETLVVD
#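 Material: engineered CHO-K1 APJ arrestin reporter cells; amount: 1000 CHO-K1 reporter cells seeded per well; incubation: compound stimulation 90 min at 25 °C, detection 60 min; signal: luminescent beta-gal fragment complementation, chemiluminescent substrate; read-out basis: APJ agonist activity; controls: DMSO-only wells as negative, 10 nM Apelin-13 as positive control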
# XBP1 UPR activ: activators of adaptive XBP1 UPR arm, primary screen, cell-based, CHO-XBP1 luciferase reporter, luminescence, uHTS; AID 463104, 2010; actives 0.33% (n = 330,000); activation, % at 20 µM; IRE1-XBP1 UPR activation; percent of tunicamycin response, DMSO as zero;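 active means versus positive control, 20 µM dose yields 30% or more activation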;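 further: 100% = tunicamycin at 10 µg/mL and 0% = DMSO only wells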
#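 incubation = overnight seeding at 37 °C, 6 h compound treatment at 37 °C | assay system = CHO-XBP1 cells stably carrying IRE1-XBP1-driven luciferase reporter | input = 1000 cells per well | detection = luciferase luminescence | dosing = single point, 20 µM final compound, 1% DMSO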
# NR3A LBD binder: binders of NR3A ligand-binding domain, primary screen, biophysical, differential scanning fluorimetry, uHTS | Glutamate receptor ionotropic, NMDA 3A (GRIN3A) ligand-binding domain | NR3A LBD differential scanning fluorimetry, Tm shift; 0% = protein alone, 100% = glycine-bound protein | Tm shift relative to glycine control, % at 25 µM | actives 2.5% (n = 340,000) | AID 1259313, 2017;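 active means melting temperature shift of at least 10% of the positive control shift, at one fixed dose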
# UPR CHOP act: activators of apoptotic CHOP UPR arm, primary screen, cell-based, CHO-CHOP luciferase reporter, luminescence, uHTS | activation, % at 10 µM | UPR activation; percent of tunicamycin response over DMSO baseline | actives 0.34% (n = 330,000);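 active means at 10 µM dose, activation of 40% or more, normalized to positive control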;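 further: 100% = tunicamycin at 10 µg/mL and 0% = DMSO alone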
#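 Assay system: CHO cells with stable CHOP pathway luciferase reporter; Buffer or medium: F12 plus 10% serum; Times: 16-18 h cell attachment, then 6 h compound exposure, 37 °C; Signal: luciferase luminescence; Read-out basis: percent activation relative to tunicamycin control; Control set: tunicamycin high control, DMSO low control.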
# tim23-1 inh: growth inhibitors of tim23-1 mutant yeast, primary screen, luminescence, uHTS; S. cerevisiae tim23-1 growth, BacTiter-Glo luminescence, 24 h; inhibition, % at 20 µM; actives 1.3% (n = 330,000); AID 463212, 2010;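 active means growth inhibition of the mutant yeast at or above 50%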;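 further: temperature-sensitive mutant grown at 25 °C; plate controls were DMSO-treated mutant yeast for no effect and medium wells lacking yeast for full effect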
# TIM10 inh: growth inhibitors of isogenic TIM10 control yeast, primary screen, counter-screen for tim10-1 yeast inhibitor project, luminescence, uHTS; S. cerevisiae TIM10 strain growth, BacTiter-Glo luminescence, 24 h; inhibition, % at 10 µM; actives 1.4% (n = 330,000); AID 463195, 2010;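 active means inhibition of 40% or more at the single tested concentration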;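 further: wild-type TIM10 isogenic control strain grown at permissive 25 °C; 0% = DMSO yeast wells and 100% = minimal medium wells without yeast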
# NLRP3 yeast inh: NALP3 inflammasome inhibitors in reconstituted yeast, primary screen, luminescence, uHTS | actives 0.39% (n = 330,000) | inhibition, % at 10 µM | Yeast reconstituted NLRP3/ASC/caspase-1, beta-gal luminescence, 24 h;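 active means inhibition of 50% or more; inactive means inhibition below 50%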;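 further: plate controls were induced DMSO wells for no effect and uninduced yeast grown without galactose for full effect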
# * hit, by the source's call. An unsorted share of the library; about 8.2% have a hit in one of these screens.
SMILES,Mdm2 MdmX PPI,tim10-1 inh,APJ ag,XBP1 UPR activ,NR3A LBD binder,UPR CHOP act,tim23-1 inh,TIM10 inh,NLRP3 yeast inh
Cc1ccn2cc(CNC(=O)c3cccs3)nc2c1,24,10,3,-3,-4,3.8,7,-13,3
COC(=O)c1sccc1NC(=O)CC1C(=O)NCCN1C(=O)Nc1ccc(C(F)(F)F)cc1 (stereo not given),3,14,1,-2,0,0.6,-1,10,21
CCN1C=CC(=C2C(=O)c3ccccc3C2=O)C=C1,72*,18,-3,-9,-2,-11,5,16,-5
COc1ccc(/C=C/c2nnc(NC(=O)CSc3ccc(Cl)cc3)s2)cc1,-5,3,-2,-4,3,6.2,-7,6,14
CC(=O)Nc1ccc(NC(=O)CSC2=NS(=O)(=O)c3cc(Cl)ccc3N2)cc1,0,2,-1,2,0,-0.5,11,6,2
O=C(Cc1cccc2ccccc12)NC(=S)Nc1cccc(C(=O)O)c1,-11,5,1,0,2,0.4,-7,16,-1
Cc1ccc(C2=CC(c3ccc(C)cc3)n3ncnc3N2)cc1 (stereo not given),-1,27,11,-2,0,0.0,29,-5,17
C=CCNC(=O)Nc1ccc(F)c(Cl)c1,13,6,0,1,9,1.4,-2,11,3
O=C(O)c1c2c(nc3ccc(S(=O)(=O)N4CCC(C(=O)NCc5ccccc5Cl)CC4)cc13)CCCC2,0,16,0,-4,-1,1.2,11,1,-7
COc1ccc(NC(=O)CCN2CC(C)OC(C)C2)c(OC)c1 (stereo not given),9,0,2,0,1,-0.7,3,5,4
COc1cc(C(=O)N2CCC(N3CCCCCC3)CC2)cc(OC)c1OC,14,-3,-3,0,0,1.3,-11,4,3
C=CCOc1ccc(CNc2ccc(NC(=O)CC(C)C)cc2)cc1OC,14,26,-1,0,6,14,27,-9,-3
CCOC(=O)c1cc2n(c1N)-c1ccccc1C2=O,2,9,1,2,2,0.7,13,2,8
S=C(NCCc1ccccc1)NC1CCC(NC(=S)NCCc2ccccc2)CC1 (stereo not given),19,6,2,0,1,0.6,-8,-6,2
O=S1(=O)CCC(N2CCOCC2)C1 (stereo not given),8,3,0,2,-1,1.7,3,0,-8
COc1cccc(CNC(=O)Cn2c(=O)n(CCC(=O)N3CCCCC3)c(=O)c3sccc32)c1,11,7,0,-4,1,-1.3,-6,-5,8
CCC(=O)NCCCOc1ccccc1,5,2,3,-4,-2,0.4,3,4,26
CCOC(=O)C1CCN(C2CCN(C(=O)c3oc4c(C)c(C)ccc4c3C)CC2)CC1,29,3,2,-1,-1,4.3,5,2,2
Cc1cc(C)nc(Nc2ccccc2F)n1,-20,20,-3,2,0,0.2,4,-1,12
O=[N+]([O-])c1ccccc1S(=O)(=O)N1CCN(C2CCN(Cc3ccccc3)CC2)CC1,25,-4,-5,-7,0,-2.9,2,-9,11
CC(C)CC1NC(=O)N(CC(=O)NC2CCCc3ccccc32)C1=O (stereo not given),-8,-5,-2,3,-2,-0.6,15,-5,4
NNC(=O)CNC(c1ccccc1)c1cc(Br)ccc1N (stereo not given),15,15,-2,-1,3,-0.1,14,20,21
CCOc1ccc(S(=O)(=O)NC(=O)c2ccccc2)cc1,22,-15,1,-3,0,1.1,-5,1,-8
CCCCC(=O)NNC(=S)NC(=O)C(c1ccccc1)c1ccccc1,14,-1,-4,4,-4,1.1,6,21,14
COc1ccc(NC(=O)c2cccc(N3C(=O)C4C5C=CC(C5)C4C3=O)c2)c(OC)c1 (stereo not given),4,15,1,-5,-4,-2.1,16,9,10

# A different layout for part of the listing above:
smiles	Mdm2 MdmX PPI	tim10-1 inh	APJ ag	XBP1 UPR activ	NR3A LBD binder	UPR CHOP act	tim23-1 inh	TIM10 inh	NLRP3 yeast inh
Cc1ccn2cc(CNC(=O)c3cccs3)nc2c1	24	10	3	-3	-4	3.8	7	-13	3
COC(=O)c1sccc1NC(=O)CC1C(=O)NCCN1C(=O)Nc1ccc(C(F)(F)F)cc1 (stereo not given)	3	14	1	-2	0	0.6	-1	10	21
CCN1C=CC(=C2C(=O)c3ccccc3C2=O)C=C1	72*	18	-3	-9	-2	-11	5	16	-5
COc1ccc(/C=C/c2nnc(NC(=O)CSc3ccc(Cl)cc3)s2)cc1	-5	3	-2	-4	3	6.2	-7	6	14
CC(=O)Nc1ccc(NC(=O)CSC2=NS(=O)(=O)c3cc(Cl)ccc3N2)cc1	0	2	-1	2	0	-0.5	11	6	2
O=C(Cc1cccc2ccccc12)NC(=S)Nc1cccc(C(=O)O)c1	-11	5	1	0	2	0.4	-7	16	-1
Cc1ccc(C2=CC(c3ccc(C)cc3)n3ncnc3N2)cc1 (stereo not given)	-1	27	11	-2	0	0.0	29	-5	17
C=CCNC(=O)Nc1ccc(F)c(Cl)c1	13	6	0	1	9	1.4	-2	11	3
O=C(O)c1c2c(nc3ccc(S(=O)(=O)N4CCC(C(=O)NCc5ccccc5Cl)CC4)cc13)CCCC2	0	16	0	-4	-1	1.2	11	1	-7
COc1ccc(NC(=O)CCN2CC(C)OC(C)C2)c(OC)c1 (stereo not given)	9	0	2	0	1	-0.7	3	5	4
COc1cc(C(=O)N2CCC(N3CCCCCC3)CC2)cc(OC)c1OC	14	-3	-3	0	0	1.3	-11	4	3
C=CCOc1ccc(CNc2ccc(NC(=O)CC(C)C)cc2)cc1OC	14	26	-1	0	6	14	27	-9	-3
CCOC(=O)c1cc2n(c1N)-c1ccccc1C2=O	2	9	1	2	2	0.7	13	2	8
S=C(NCCc1ccccc1)NC1CCC(NC(=S)NCCc2ccccc2)CC1 (stereo not given)	19	6	2	0	1	0.6	-8	-6	2

# Continuation:
SMILES,Mdm2 MdmX PPI,tim10-1 inh,APJ ag,XBP1 UPR activ,NR3A LBD binder,UPR CHOP act,tim23-1 inh,TIM10 inh,NLRP3 yeast inh
CCCS(=O)(=O)C(=C1NCCO1)S(=O)(=O)CCC,8,8,0,0,-1,0.0,7,-8,-11
c1ccc2c(c1)COC(CNC1CCCCC1)OC2,-22,1,-4,0,0,0.5,0,-1,13
Cc1nc(CS(=O)(=O)c2ccccn2)sc1C(=O)NNC(=O)c1ccc(Cl)cc1,8,-11,-2,3,1,0.5,13,-6,-6
CCOc1ccc(NC(=O)COC(=O)Cn2cnc3ccccc32)cc1,35,1,-5,-4,0,-1.3,8,2,6
Cn1c(C(=O)N2CCN(Cc3ccccc3)CC2)cc2c(=O)n(C)c3ccccc3c21,29,28,-2,1,-2,0.4,23,6,3
COc1ccc(NC(=O)CCSCCC(=O)Nc2ccc(OC)cc2OC)c(OC)c1,5,21,2,-1,-1,-0.6,10,13,22
Cn1nc(C(F)(F)F)c2cc(C(=O)Nc3ccc(Cl)cc3)sc21,9,3,3,-3,6,2.3,34,-12,5
CC(NC(=O)CC12CC3CC(CC(C3)C1)C2)C(=O)O (stereo not given),6,19,-4,0,-1,1.7,2,13,5
COc1ccc(CN(C(=O)c2ccccc2OC)C2CCS(=O)(=O)C2)cc1 (stereo not given),-7,-5,1,-1,1,-0.6,14,-6,10
CC(CNC(=O)c1ccc(-c2ccccc2)cc1)CN(C)C (stereo not given),15,14,-1,-1,0,-0.7,11,8,13
CCN(CC)S(=O)(=O)c1cccc(-c2nnc(SCCCC(=O)c3ccccc3)o2)c1,22,16,-4,-2,1,-0.6,2,0,6
Nc1ccc(S(=O)(=O)NCC(=O)OCCOc2ccccc2)cc1[N+](=O)[O-],-5,5,11,-2,-7,0.7,10,-2,1
COc1ccc(C)cc1NC(=O)c1ccc2c(c1)OCO2,2,23,-3,6,0,3.6,24,13,35
CC(C)(Cc1ccccc1)/[N+]([O-])=C\c1ccc(C(F)(F)F)cc1,-10,25,32,1,2,0.7,25,18,7
Cc1ncc(CO)c2c1Oc1nc(-c3ccccc3)nc(SCC(=O)N3CCCCC3)c1C2,63*,28,1,2,-1,6.4,22,-4,8
COC(=O)C1=CN(c2cc(C)cc(C)c2)C=C(C(=O)OC)C1c1cccc(F)c1,53*,-4,-6,-1,-1,-0.9,3,-1,7
S=c1[nH]nc(CN2CCCCC2)n1-c1ccc(Cl)cc1,12,10,0,2,1,0.2,-7,13,11
Cc1nn(-c2ccccc2)c2nc(-c3ccncc3)cc(C(=O)NCc3ccco3)c12,38,17,-2,-1,0,1.9,-44,4,12
COc1ccc(-n2nc(C(=O)NCC(=O)N3CCN(c4ccccc4OC)CC3)c3ccccc3c2=O)cc1OC,15,12,0,1,-1,6.0,2,7,23
COc1cc(OC)c2ccc(=O)oc2c1C(CCN1CCCC(C)C1)c1ccc2c(c1)OCO2 (stereo not given),22,1,-1,3,0,0.8,12,-1,15
O=C(NCc1ccc(F)cc1)C1CCC(CNc2c(N3CCCCC3)c(=O)c2=O)CC1 (stereo not given),7,-7,-3,-3,0,-1.2,-1,-22,3
Cc1c(Cl)cnc(NC(=O)COC(=O)[C@@H](NC(=O)c2ccco2)C(C)C)c1Cl,25,0,0,0,-4,0.7,7,-2,3
Cc1ccc2cc(CN(C(=O)c3ccco3)c3cccc(C)c3C)c(=O)[nH]c2c1,6,14,1,0,-1,-0.9,5,8,-8
O=C(Cn1nnc(-c2ccccc2NC(=O)C2CC2)n1)NC1CCCCC1,7,3,2,0,-4,0.4,16,13,17
COc1ccc(C(=O)CC(=O)C(=O)Nc2cc(C)ccc2C)cc1,-9,-4,-2,-2,1,1.1,3,11,20
Cn1c(SCC(=O)c2ccc(F)cc2)nc2cccnc21,17,13,-2,-1,1,0.1,13,16,18
CCOC(=O)C1CCN(C(=O)c2ccc3c(c2)C(=O)N(c2ccccc2C)C3=O)CC1,9,3,9,1,0,1.8,-6,-5,15
CCc1ccccc1N1CC(C(=O)O)CC1=O (stereo not given),18,-19,-6,-2,1,-1.7,-1,5,5
